phage Ecoli inh: E. coli growth loss with phage present. inhibition, % at 11.9 µM. growth absorbance. actives 0.26% (n = 360,000); in the data active = inhibition above about 11%
E coli growth: counter-screen for AddAB inhibitors: E. coli growth inhibition; E. coli V3065 growth, OD600 absorbance, 18 h; inhibition, % at 11.9 µM; actives 0.27% (n = 330,000); AID 449728;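 active = inhibition above the campaign's mean inhibition across all tested compounds plus 3 SD, cut at about 9.9% in these data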;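 also: uninfected addAB+ strain grown without phage in ampicillin broth; 0% = DMSO wells and 100% = ciprofloxacin 0.95 µg/ml wells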
AddAB inh: less growth of phage-infected E. coli with AddAB | E. coli expressing H. pylori AddAB, absorbance growth | actives 0.29% (n = 330,000) | inhibition, % at 11.9 µM; in the data active = inhibition above about 12%;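 also: 0% = vehicle wells of infected cells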
HTR5A ag: activates human HTR5A in OPRM1-OPRD1 agonist counter-screen | P47898 | activation, % at 9.3 µM | actives 0.61% (n = 340,000) | AID 504692 | HTR5A agonist assay, luminescence, cell-based; in the data active = activation mostly above about 9.5%, no sharp cut-off; inactive = mostly below about 7.6%;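 also: 0% = cells with vehicle only and 100% = reference agonist; strong numbers were not always called active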
Target sequence (P47898 whole entry, looked up): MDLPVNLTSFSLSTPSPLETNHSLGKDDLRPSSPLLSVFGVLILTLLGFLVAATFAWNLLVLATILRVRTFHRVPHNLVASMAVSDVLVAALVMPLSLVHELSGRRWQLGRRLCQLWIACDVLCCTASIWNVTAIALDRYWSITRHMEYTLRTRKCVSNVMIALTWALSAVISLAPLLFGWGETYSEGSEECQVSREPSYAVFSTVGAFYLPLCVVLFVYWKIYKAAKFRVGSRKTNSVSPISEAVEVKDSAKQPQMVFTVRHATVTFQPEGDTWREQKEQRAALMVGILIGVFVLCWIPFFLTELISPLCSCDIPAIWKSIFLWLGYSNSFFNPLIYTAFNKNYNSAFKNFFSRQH
PKA-R2B activ: activates the human PKA-R2B holoenzyme complex; P22694+P31323; PKA-R2B holoenzyme dissociation, Cy5-IP20 fluorescence polarization; R2B truncated from residue 108, S112A mutant; 0% DMSO only, 100% 113 µM cGMP; activation, % at 11.4 µM; actives 0.079% (n = 340,000); AID 504700;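 active = activation above a cutoff set at the mean over all compounds plus 3 SD, cut at about 18% in these data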;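 also: higher means more holoenzyme dissociation and a rise in polarization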
SUMO Mot1 rescue: blocks SUMOylation pathway, rescuing yeast Mot1-301 growth; S. cerevisiae Mot1-301 growth rescue, ATP luminescence, 38.5C; percent above DMSO median, 100 means doubled; growth rescue, % at 18.8 µM; actives 1% (n = 320,000);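 active = every valid replicate shows activation above 250% relative to neutral control wells; inactive = the rest, any valid replicate at or below 250%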;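 also: OY570 slx delta 5 strain wells were the positive control but not used for scaling; some compounds called inactive have numbers as strong as hits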
DAGLB inhibitor: diacylglycerol lipase beta (human) inhibition. Q8NCG7. HEK293T DAGLB membrane lysate, EnzChek fluorogenic substrate. inhibition, % at 5.17 µM. actives 0.059% (n = 340,000); in the data active = inhibition above about 34%;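 also: 0% = enzyme with vehicle and 100% = wells lacking enzyme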
CDK5 inh: blocks human CDK5/p35 kinase activity; Q00535+Q15078; Recombinant CDK5/p35, ADP-Glo luminescence, 60 min; inhibition, % at 10 µM; actives 0.01% (n = 330,000); AID 488839;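 active = highest replicate inhibition of at least 50% and at least 75% of replicates reaching 50%; inconclusive = only one of the two criteria met; inactive = both criteria failed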;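 also: plate controls were DMSO neutral control for no effect and GW8510 at 10 µM for full effect; many of its hits are not listed in these tables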
Target sequence (Q00535 whole entry, looked up): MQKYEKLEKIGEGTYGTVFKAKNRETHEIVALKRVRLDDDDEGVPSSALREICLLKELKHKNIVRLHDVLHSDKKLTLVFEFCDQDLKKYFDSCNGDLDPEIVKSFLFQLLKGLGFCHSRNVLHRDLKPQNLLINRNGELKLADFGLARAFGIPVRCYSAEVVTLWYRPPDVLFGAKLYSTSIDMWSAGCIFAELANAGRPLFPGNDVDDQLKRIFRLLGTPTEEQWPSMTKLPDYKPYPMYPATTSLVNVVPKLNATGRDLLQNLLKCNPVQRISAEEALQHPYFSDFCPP
Target sequence (Q15078 whole entry, looked up): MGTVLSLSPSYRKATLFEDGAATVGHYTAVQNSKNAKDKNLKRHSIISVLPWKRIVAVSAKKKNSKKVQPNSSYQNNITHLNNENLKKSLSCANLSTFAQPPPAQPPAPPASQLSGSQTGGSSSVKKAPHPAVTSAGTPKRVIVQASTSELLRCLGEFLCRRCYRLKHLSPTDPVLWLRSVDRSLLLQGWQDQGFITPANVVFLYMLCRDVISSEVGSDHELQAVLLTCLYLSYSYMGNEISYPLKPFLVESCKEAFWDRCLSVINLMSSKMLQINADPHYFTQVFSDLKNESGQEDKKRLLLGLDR
HTR5A inv ctr: HTR5A inverse agonism, opioid heterodimer counter-screen. P47898. HTR5A cell line, luminescence. inhibition, % at 9.3 µM. actives 0.083% (n = 340,000); in the data active = inhibition mostly above about 23%, no sharp cut-off; inactive = mostly below about 18%;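 also: 0% = cells with DMSO and 100% = no-cell wells with DMSO; some compounds called inactive have numbers as strong as hits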
Tat transport: inhibitors of E. coli Tat protein transport; AID 488895; actives 0.036% (n = 340,000); E. coli MC4100 TorA-mCherry Tat export, fluorescence; inhibition, % at 10 µM;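 active = mean replicate inhibition at least 50% and at least half of replicates individually reaching 50%; inconclusive = only one of the two criteria met; inactive = neither criterion met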;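 also: exported cargo escapes ClpAP degradation while cytoplasmic cargo is degraded and loses fluorescence; 0% = median of neutral control wells and 100% = median of NaSCN control wells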
PKA-R1A activ: activators of PKA-R1A complex. P00514+P68181. PKA-R1A dissociation, Cy5-IP20 fluorescence polarization; scaled: DMSO 0%, 113 µM cGMP 100%. activation, % at 11.4 µM. actives 0.083% (n = 340,000). AID 504707;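 active = percent activation above the mean of all tested compounds plus 3 SD, cut at about 19% in these data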;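 also: higher means more PKAc released from R1A so a rise in polarization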
Starred values were filed as active, the others as inactive; ? = inconclusive; nt = not tested or not shown.

SMILES	phage Ecoli inh	E coli growth	AddAB inh	HTR5A ag	PKA-R2B activ	SUMO Mot1 rescue	DAGLB inhibitor	CDK5 inh	HTR5A inv ctr	Tat transport	PKA-R1A activ
CCOC(=O)c1cc(-c2ccccc2)sc1NC(=O)CN1C(=O)NC(CC)(c2ccccc2)C1=O (stereo not drawn)	2.3	-2.5	3.1	6	-3	279	-2	0.8	-16	-3	2
Cc1cc(C)n2nc(SCC(=O)NC(=O)NCc3ccco3)nc2n1	2.4	1.4	1.5	0	2	7	-1	-0.1	0	-3	1
Cc1nn2c(-c3ccc(F)cc3)ccnc2c1Br	-0.9	1.2	-0.5	-1	-12	10	-4	1.5	3	10	-7
Cc1cc2nc(-c3ccc[nH]c3=O)n(Cc3ccc(F)cc3)c2cc1C	0.4	2.3	1.6	3	-7	-7	0	0.0	-11	2	-15
Cc1ccc(C(=O)n2cnnc2N)cc1	0.5	2.2	5.1	-4	6	-7	-1	0.6	10	-5	-1
CCOC(=O)C1(Cc2cccc(F)c2)CCN(Cc2cnn(CC)c2C)CC1	2.6	3.3	2.2	nt	nt	3	nt	1.0	nt	3	nt
O=[N+]([O-])c1cccc(N2Cc3ccccc3C2)c1	-0.4	1.9	-0.4	-10	1	8	0	-4.7	24	1	10
CCOC(=O)c1ccc(NC(=O)CCSCCc2ccccn2)cc1	2.4	-0.3	1.6	3	-3	-7	-2	1.0	-13	-1	-11
COc1ccccc1NC(=O)COc1ccc(/C=N/NC(=O)CSCc2ccc(Cl)cc2)cc1	-1.2	2.9	-0.2	6	-14	-18	-3	-2.8	-13	-3	4
Cc1cccc(C)c1NC(=O)CN(C)C(=O)c1ccccc1Cc1ccccc1	1.2	-3.0	0.2	-3	-8	3	-2	1.0	8	7	-14
COc1ccc(Cl)cc1NC(=O)Nc1ccc(C(=O)N2CCCC2)cc1	2.6	-0.1	4.2	3	-5	-2	-1	1.7	-10	-8	1
COc1cccc(-c2cc(C(F)(F)F)n3ncc(C(=O)O)c3n2)c1	-0.7	-0.2	-0.2	0	7	2	-6	-0.2	-1	1	-3
OC(COC(c1ccc(F)cc1)c1ccc(F)cc1)CN1CCCC1 (stereo not drawn)	0.9	-0.2	-0.9	-1	-6	493	-3	1.0	6	2	-4
O=C(COc1ccccc1F)Nc1ccc(N2CCOCC2)cc1N1CCOCC1	0.1	nt	nt	6	-2	nt	4	-11	-16	10	1
Cc1ccc(F)cc1NC(=O)CCC(=O)c1cccs1	2.5	-3.1	-0.5	3	7	-11	-2	0.6	26	-4	13
COc1cc(NC(=O)Cn2cnc3c(nc4n3CCCCC4)c2=O)cc(OC)c1OC	0.6	1.9	3.1	-3	1	-13	-1	-3.5	3	8	-1
O=C(/C=C/c1ccco1)N1CCN(c2ccc(F)cc2)CC1	2.2	3.1	2.6	1	3	-16	-5	-3.2	-34	1	-6
COc1ccc(Cl)cc1NC(=O)NCc1ccccn1	1.6	3.0	0.7	17*	4	16	-2	-4.9	-41	1	-3
O=C(CN1C(=O)NC2(CCCCC2)C1=O)NCCCSc1ccccc1	0.9	-0.9	0.3	0	-10	-9	-1	0.0	-1	-2	1
Cc1cc(NC(=O)CSc2nnc(NCc3ccco3)s2)no1	2.4	-0.5	2.5	-1	-4	9	0	1.0	1	-3	6
Cc1cccc(C(=O)N(Cc2nc3ccccc3c(=O)[nH]2)C2CCCCC2)c1	0.8	-1.6	6.0	1	5	-8	-3	0.6	-2	-6	7
N#Cc1cc2ccccc2nc1SCC(=O)Nc1ccc(S(=O)(=O)N2CCCC2)cc1	2.1	2.0	2.6	0	1	-6	-4	0.0	0	-8	-10
CCc1cc(C)cc(OCCNC(=O)c2ncn[nH]2)c1	1.1	-0.3	1.4	3	3	-4	0	0.7	4	-4	-4
O=C1c2oc3ccc(F)cc3c(=O)c2C(c2ccccc2)N1CC1CCCO1 (stereo not drawn)	4.3	0.5	1.6	0	1	-21	-2	1.1	0	0	8
Cc1cc(=O)n2[nH]c(CCC(=O)O)nc2n1	0.8	0.8	-1.3	2	-3	-7	1	-1.0	14	4	-8
CC1CCc2cc(F)ccc2N1C(=O)CSc1nnc2c(n1)[nH]c1ccc(F)cc12 (stereo not drawn)	2.6	-1.2	0.4	0	-5	4	0	2.0	-14	-1	9
Cc1cc(C)cc(NC(=O)C2CCCN2S(=O)(=O)c2ccc3c(c2)n(C)c(=O)c(=O)n3C)c1 (stereo not drawn)	2.7	-0.2	4.7	-4	7	10	-1	0.4	10	4	-4
Cc1cccc(N(CC(=O)NCc2ccco2)C(=O)CCC(=O)Nc2nccs2)c1C	0.9	-3.1	0.2	-4	-4	81	-1	2.3	11	12	-7
Cc1cc(C)n(-c2ccc(C(=O)OCC(=O)Nc3ccc(S(N)(=O)=O)cc3)cc2)n1	1.6	-1.7	-0.7	0	-7	-7	-2	-0.8	2	0	3
Nc1ccc(S(=O)(=O)NC2=NCCCCC2)cc1	0.0	0.0	1.3	3	-1	5	1	-4.0	-13	-2	-12
Cc1ccccc1NC(NC(=O)c1cccnc1)C(Cl)(Cl)Cl (stereo not drawn)	2.1	0.1	-1.4	-9	6	275	4	-0.4	22	2	1
COc1cc(OC)c(C2C3=C(CCCC3=O)Nc3nc4ccccc4n32)cc1OC (stereo not drawn)	3.0	1.9	-0.2	-8	-1	nt	3	-2.4	20	-3	-3
Clc1ccc(CN2CCCCCC2)cc1	3.5	-0.4	-0.6	2	-3	-1	-1	-0.8	-6	-3	-4
CCOc1ccc(/C=C(/NC(=O)c2ccc(Cl)cc2)C(=O)O)cc1OCC	-0.4	-1.5	3.5	0	3	-3	-2	4.3	10	0	1
CCC(CC)C(=O)NCCN1CCN(C(=O)C(CC)CC)CC1	3.4	-3.3	-0.2	2	-2	-7	3	0.3	-10	2	5
COc1ccc(Cl)cc1N(CC(=O)N1CCCCCC1)S(C)(=O)=O	0.6	0.2	3.9	-1	4	-7	-2	-3.4	4	-8	-10
O=C(CSCc1c(F)cccc1Cl)NCCSCc1ccco1	3.2	-2.9	-2.7	9	-6	1	-16	1.2	-24	11	-4
COc1cc(SC)ccc1C(=O)NCCc1ccccc1	0.2	-0.2	2.4	6	-8	1	-9	0.8	-26	1	-4
CC12CCC(=O)N1C(C(=O)N1CCN(S(=O)(=O)c3cccc(Cl)c3)CC1)CS2 (stereo not drawn)	1.8	1.9	-1.9	-4	-12	1	2	1.0	10	2	-8
Cc1onc(-c2ccccc2)c1C(=O)n1cccn1	0.5	0.5	1.8	2	-2	-2	-1	-0.5	-11	-2	2
CCN(CC)S(=O)(=O)c1cccc(NN=c2c(=O)c3ccccc3c2=O)c1	-0.6	1.5	0.9	4	-12	-21	1	-0.8	5	-4	-6
CCOCCCNC(=O)C(Cc1ccccc1)NS(=O)(=O)c1cccc2nsnc12 (stereo not drawn)	2.3	0.0	-0.5	-2	-6	7	-2	-0.4	-13	8	-8
COc1ccc(C)cc1S(=O)(=O)n1cnc(C)c1	-1.8	-0.4	-1.0	7	1	-11	0	1.1	-19	2	-6
CCCCCOc1ccc(NC(=O)C(=O)NCC2CCCN2CC)cc1 (stereo not drawn)	1.4	1.9	0.6	7	-2	-5	-3	1.0	-12	3	-15
O=C(COCc1cc(-c2ccc3c(c2)OCO3)on1)N1CCN(c2cccc(Cl)c2)CC1	2.1	-0.2	2.9	1	-6	7	-1	1.2	-18	-4	-3
CCCn1nc(C(=O)NNC(=O)c2cccc(C)c2)c2ccccc2c1=O	-2.9	-0.2	1.1	-4	1	-4	1	-0.2	15	-12	-14
O=C(Cn1cnc2c(nnn2Cc2ccc(F)cc2)c1=O)N1CCCCC1	2.4	-1.4	-1.6	-1	3	-8	-2	0.0	-17	-1	2
Cc1ccc(OCC(=O)Nc2ccc([N+](=O)[O-])cc2)cc1	0.8	-0.2	2.4	-1	5	-6	-4	-0.2	4	-1	7
O=C(CCCn1c(=S)[nH]c2cc3c(cc2c1=O)OCO3)N1CCN(c2ccccc2F)CC1	1.7	1.1	-0.5	1	1	10	1	0.2	-14	-3	0
CCC1CCCCN1CCCNC(=O)CSc1nc2nc(C)c(Cc3ccccc3)c(C)n2n1 (stereo not drawn)	-1.6	-1.6	5.9	0	6	-11	-5	-0.4	-1	-8	4
c1ccc(-c2nnc(N3CCOCC3)c3ccccc23)cc1	3.4	-1.7	-0.3	nt	nt	-4	nt	-0.3	nt	-6	nt
Cc1ccc(CCNC(=O)C2CCC(=O)N2Cc2cccnc2)cc1 (stereo not drawn)	1.9	0.2	1.2	2	-14	227	-1	2.8	7	-8	-18
COc1ccc(/C(O)=C2/C(=O)C(=O)N(CCCN(C)C)C2c2ccccc2)cc1OC (stereo not drawn)	0.6	3.0	1.3	-2	-8	28	1	-1.1	-11	-5	2
CCc1cccc(NC(=O)c2ccc3c(=O)n4c(nc3c2)CCCCC4)c1	1.1	0.4	1.2	1	-7	120	2	-0.2	-3	1	4
CSc1nsc(NC(=O)Nc2ccccc2)n1	6.6	7.6	4.8	1	-6	-12	-5	3.7	-11	19	-10
Cc1c(NC(=O)Nc2ccccc2)cccc1[N+](=O)[O-]	3.2	1.1	1.8	1	-10	1	-5	0.9	-10	?	-1
CCOC(=O)c1c(N)sc2c1CCN(CCc1ccccc1)C2	1.8	-2.3	-3.6	-3	-6	53	0	0.5	11	-7	-11
CC(C)N=C(Nc1ccccc1)c1cccnc1	5.2	-2.5	0.0	-1	-2	-7	0	1.3	4	4	5
CCc1c(C)nc2ncnn2c1N1CCCC(C(=O)Nc2ccc(NC(C)=O)cc2)C1 (stereo not drawn)	1.5	-0.3	1.1	13*	3	-13	3	1.7	-26	6	3
COc1ccccc1/C=C(/C(=O)OCC(=O)Nc1ccccc1C(C)C)c1ccccc1	3.5	-0.1	-1.1	2	-3	8	-19	-1.1	4	4	-12

Other records
SMILES	phage Ecoli inh	E coli growth	AddAB inh	HTR5A ag	PKA-R2B activ	SUMO Mot1 rescue	DAGLB inhibitor	CDK5 inh	HTR5A inv ctr	Tat transport	PKA-R1A activ
O=C(CCc1nc(-c2ccccc2)no1)NCc1cccnc1	3.6	-1.9	1.3	-2	-5	-10	0	0.2	2	0	-5
S=C(Nc1ccc(Br)cc1)N1CCN(C2CCCCC2)CC1	1.8	1.1	0.3	3	-9	533	1	-1.5	-28	1	-9
COC(=O)N/N=C/c1cn(CCOc2cccc(OC)c2)c2ccccc12	-0.3	0.3	-0.2	2	1	53	3	0.1	-7	13	-7
Cc1nc(CS(=O)c2ccccc2)cc(N2CCOCC2)n1 (stereo not drawn)	0.0	-1.6	1.5	4	2	-4	-2	0.4	5	5	-14
CCOC(=O)c1ccc(NC(=O)N2CCN(c3ccccn3)CC2)cc1	3.7	3.2	5.6	1	-4	-3	-3	-0.3	-6	0	4
Cc1ccc(CNC(=O)C(=O)Nc2nccs2)cc1	4.4	-2.3	-4.5	-5	8	-12	-5	0.0	12	-10	2

Screening results as filed in PubChem.
